ERK EGF inh – qHTS Assay for Inhibitors of the ERK Signaling Pathway using a Homogeneous Screening Assay; Stimulation with EGF; HEK293-V1b, EGF-stimulated phospho-ERK AlphaScreen; 0.41% of 130,000 active; Potency, µM (doses to about 11.5 µM), for the others: at the highest dose activity change, negative = inhibition, usual class: inhibitors; active = well fitted inhibition curve with a large enough effect; inconclusive = small, poorly fitted or top-dose-only effect, or effect the other way;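 also: plate controls were stimulated vehicle wells for no effect and unstimulated vehicle basal for full effect; nearly all actives have a fitted effect of over 55% in size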
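After overnight plating in 1% FBS, HEK293-V1b cells received test compound for half an hour, then a 5 min pulse of EGF (25 nM); ERK phosphorylation in lysates was read by bead-based AlphaScreen.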
Active calls of the source: *; [ ] = another dose, or the depositor's remark. Potency is read from the fitted curve at half-maximal effect.

What do the screens show for `Cc1ccc(S(=O)(=O)CCSc2n[nH]c(=O)n2-c2ccccc2)cc1`?
ERK EGF inh: 1%[57.5 µM]

How did CC(=O)N1CCC2(CC1)CCN(c1ccccc1)CC2 do in these assays?
ERK EGF inh: -3%

Results for O=C(O)Cc1ccc(NC(=S)Nc2cccc(Cl)c2Cl)cc1 ?
ERK EGF inh: 5%

How did CN(N)c1ccc2c(C(F)(F)F)cc(C(F)(F)F)nc2n1 do in these assays?
ERK EGF inh: 4%

What do the screens show for `CCCNc1nc(C)cc(-c2cc(-c3ccc(Cl)cc3)on2)n1`?
ERK EGF inh: 12%[57.5 µM]

Results for NNc1ccc(Cl)nn1 ?
ERK EGF inh: 9%[57.5 µM]

Results for O=C(Nc1nnc(-c2cccc(F)c2)s1)Nc1ccccc1F ?
ERK EGF inh: 3%

How did C/C(=N\NC(=O)c1c(Br)c(C)nn1C)c1ccc(NC(=O)c2ccoc2C)cc1 do in these assays?
ERK EGF inh: -6%

How did N/C(=N\O)c1ccc(Oc2ccccc2Cl)c([N+](=O)[O-])c1 do in these assays?
ERK EGF inh: -2%[57.5 µM]

How did COCCN(CCOC)C(=O)C1CCCN(S(=O)(=O)c2ccc(NC(=O)OC)cc2)C1 (stereo unspecified) do in these assays?
ERK EGF inh: 3%[57.5 µM]

How did CCCn1nc(C(=O)OCC(=O)Nc2cccc(OC)c2)c2ccccc2c1=O do in these assays?
ERK EGF inh: -3%

Results for O=C(CC1Nc2ccccc2NC1=O)Nc1ccccc1NC(=O)CC1Nc2ccccc2NC1=O (stereo unspecified) ?
ERK EGF inh: 14%

Results for COc1ccc(CCN(C)C(=O)CSc2nnnn2C)cc1OC ?
ERK EGF inh: -9%

What do the screens show for `CCN(CC)CCCNC(=O)CCC(=O)Nc1ccc2nc(N3CCC(C)CC3)cc(C)c2c1`?
ERK EGF inh: -6%

Results for Cc1ccccc1NS(=O)(=O)c1ccc(Cl)cc1 ?
ERK EGF inh: 6%

Results for CSCCC(NC(N)=O)C(=O)Nc1ccc(F)c(Cl)c1 (stereo unspecified) ?
ERK EGF inh: -1%[57.5 µM]

What do the screens show for `COC(=O)c1[nH]c2ccccc2c1NC(=O)/C=C/c1ccc2c(c1)OCO2`?
ERK EGF inh: inconclusive

Results for CCn1cc(C(=O)NCc2ccncc2)c(=O)c2cc(F)c(N3CCN(C(=O)c4ccco4)CC3)cc21 ?
ERK EGF inh: 6%[57.5 µM]

How did O=C(NNC(=O)c1cccs1)c1ccc(Cl)c(Cl)c1 do in these assays?
ERK EGF inh: 5%

How did O=C(/C=C/c1ccc(Cl)cc1)N(Cc1ccccc1)c1ccccn1 do in these assays?
ERK EGF inh: -13%

The final 2 compounds of the part before are carried over, then new ones follow:
How did O=C(NNC(=O)c1cccs1)c1ccc(Cl)c(Cl)c1 do in these assays?
ERK EGF inh: 5%

How did O=C(/C=C/c1ccc(Cl)cc1)N(Cc1ccccc1)c1ccccn1 do in these assays?
ERK EGF inh: -13%

How did CC(=O)N1CCc2cc(N=NC3=C(O)CC(C)(C)CC3=O)ccc21 do in these assays?
ERK EGF inh: inconclusive

Results for N#Cc1ccc(/C=C(\C(=O)C(=O)O)c2ccc3ccccc3n2)cc1 ?
ERK EGF inh: -11%[57.5 µM]

What do the screens show for `Cc1cccc(CNc2cc(-c3ccc(N(C)C)cc3)ncn2)c1`?
ERK EGF inh: 11%

What do the screens show for `NC(=O)C1=C[C@H](c2csc3ccccc23)C[C@H](OCCCCO)O1`?
ERK EGF inh: -8%[57.5 µM]

What do the screens show for `COc1ccc(C2CN=NC2C(=O)c2ccccc2)cc1` (stereo unspecified)?
ERK EGF inh: -11%[57.5 µM]

What do the screens show for `O=C(Nc1nc2cc3c(cc2s1)OCCO3)c1ccc(N2C(=O)CCC2=O)cc1`?
ERK EGF inh: 4%[57.5 µM]

Results for Cc1c[nH]c(=O)n(CCCN2CCN(c3ccccc3OCC(F)(F)F)CC2)c1=O ?
ERK EGF inh: -1%

What do the screens show for `CNC(=O)/C(C#N)=C/c1ccc(-c2ccc(Cl)cc2)o1`?
ERK EGF inh: 0%

How did Nc1nc(NC(=O)/C=C\C(=O)O)nn1-c1ccccc1 do in these assays?
ERK EGF inh: 7%

What do the screens show for `Clc1ccc(-c2cnc3ccccc3n2)cc1`?
ERK EGF inh: 4%

Results for CC(C)c1nnc(NC(=O)CS(=O)(=O)Cc2ccccc2)s1 ?
ERK EGF inh: -4%

Results for CN(C)CCCn1c(SCCN2C(=O)c3ccccc3C2=O)nc2ccccc2c1=O ?
ERK EGF inh: -9%

Results for Cc1ccnc(NC(=O)C2COc3ccccc3O2)c1 (stereo unspecified) ?
ERK EGF inh: 1%

Results for CCCN(CCC)CCCNC(=O)C(NS(=O)(=O)c1ccc2c(c1)CCC(=O)N2)c1ccccc1 (stereo unspecified) ?
ERK EGF inh: 2%

What do the screens show for `CC(=O)c1cccc(NC(=O)N2CCCC2C(=O)Nc2ccc3c(c2)OCCO3)c1` (stereo unspecified)?
ERK EGF inh: -15%

What do the screens show for `CCNC(=O)NC(=O)COC(=O)C1CSC2(C)CCC(=O)N12` (stereo unspecified)?
ERK EGF inh: 8%

Results for CCOC(=O)C1=NOC(CNc2ncc(C(F)(F)F)cc2Cl)C1 (stereo unspecified) ?
ERK EGF inh: 10%

How did O=C(N/N=C\c1ccc(-c2ccccc2[N+](=O)[O-])o1)C1COc2ccccc2O1 (stereo unspecified) do in these assays?
ERK EGF inh: -14%

What do the screens show for `CN1CCN(C(=O)C2CCN(c3ncc(C(F)(F)F)cc3Cl)CC2)CC1`?
ERK EGF inh: -5%

How did O=c1c(C(c2ccc(Cl)cc2)c2c(O)nc3n(c2=O)CCCS3)c(O)nc2n1CCCS2 do in these assays?
ERK EGF inh: -2%[57.5 µM]

Continued (2 carried over from the part before).
What do the screens show for `CN1CCN(C(=O)C2CCN(c3ncc(C(F)(F)F)cc3Cl)CC2)CC1`?
ERK EGF inh: -5%

How did O=c1c(C(c2ccc(Cl)cc2)c2c(O)nc3n(c2=O)CCCS3)c(O)nc2n1CCCS2 do in these assays?
ERK EGF inh: -2%[57.5 µM]

Results for COc1ccccc1N=C1SC(C(=O)Nc2ccc(F)cc2)CC(=O)N1C (stereo unspecified) ?
ERK EGF inh: -2%

What do the screens show for `CCOCCSc1nc2c(c(-c3cccs3)c1C#N)CC/C2=C/c1cccs1`?
ERK EGF inh: 6%

What do the screens show for `C1CCN(Cc2nnnn2C2CCCC2)CC1`?
ERK EGF inh: 5%

What do the screens show for `CC(C)Cn1c(SCC(=O)N2CCCCC2)nc2ccccc2c1=O`?
ERK EGF inh: 8%

What do the screens show for `CCOC(=O)C1=C(C)NC(=S)NC1c1ccc(OC(=O)c2ccco2)cc1` (stereo unspecified)?
ERK EGF inh: 3%

What do the screens show for `O=[N+]([O-])c1ccccc1Oc1ncccc1[N+](=O)[O-]`?
ERK EGF inh: -1%

What do the screens show for `COCCN=C1OC(=O)N2C(=O)C3=C4C(C[C@H]5C(=O)N(CC(=O)OC)C(=O)[C@H]5[C@H]4[C@@]12Cc1ccccc1)[C@H]1C(=O)N(CC(=O)OC)C(=O)[C@H]1[C@H]3C` (stereo partly specified)?
ERK EGF inh: -9%

Results for CN1CCN(CC(=O)N/N=C\c2c[nH]c3ccccc23)CC1 ?
ERK EGF inh: 29%

How did COC(=O)c1ccc(NC(C)C(=O)OC)c([N+](=O)[O-])c1 (stereo unspecified) do in these assays?
ERK EGF inh: -1%

Results for CC1=C(C(=O)N2CCOCC2)C(c2ccc(OC(F)F)cc2)NC(=S)N1c1ccccc1 (stereo unspecified) ?
ERK EGF inh: -10%

How did NS(=O)(=O)c1ccc(NC(=O)CN2C(=O)c3ccccc3C2=O)cc1 do in these assays?
ERK EGF inh: inconclusive

How did Cc1cc(C)cc(NC(=O)N(C)Cc2ccccc2)c1 do in these assays?
ERK EGF inh: 15%[57.5 µM]

What do the screens show for `O=C(O)c1ccc(NCc2nc3ccccc3n2Cc2ccccc2F)cc1`?
ERK EGF inh: 2%[57.5 µM]

What do the screens show for `CC(=O)c1cccc(NC(=O)C2CC(=O)N(CCc3ccccc3)C2)c1` (stereo unspecified)?
ERK EGF inh: -6%

What do the screens show for `C[C@H](NC(=O)c1[nH]cnc1C(=O)Nc1ccc(CNC(=O)OC(C)(C)C)cc1)C(=O)OCc1ccccc1`?
ERK EGF inh: 32µM*

How did Cc1ccc(N=CC2=C(O)CC(c3ccc(Cl)cc3)CC2=O)cc1 (stereo unspecified) do in these assays?
ERK EGF inh: 4%

What do the screens show for `O=[N+]([O-])c1ccc(Cl)c2c1C1C=CCC1C(c1ccccn1)N2` (stereo unspecified)?
ERK EGF inh: -4%

Results for Cn1c(SCC(=O)N/N=C/c2ccccn2)nnc1-c1ccccc1 ?
ERK EGF inh: -1%[57.5 µM]

Results for CCC(C)(C(=O)NC1CCCC1)N(C(=O)CNC(=O)c1ccccc1)c1c(C)n(C)n(-c2ccccc2)c1=O (stereo unspecified) ?
ERK EGF inh: 7%

Results for O=C1NC(c2ccc(Cl)cc2)=COc2ccccc21 ?
ERK EGF inh: 4%

Results for O=C(Nc1ccc2ncccc2c1)c1cc(Cl)ccc1Cl ?
ERK EGF inh: 0%

How did CCCS(=O)(=O)c1c(S(=O)(=O)CCC)c2c(C)cccn2c1C(=O)N/N=C/c1cc(O)cc(O)c1 do in these assays?
ERK EGF inh: 11%[57.5 µM]

Results for NC(N)=Nc1nc(-c2ccccc2)c2ccccc2n1 ?
ERK EGF inh: -2%

What do the screens show for `CCCCNC(=O)Nc1ccccc1Br`?
ERK EGF inh: -1%

What do the screens show for `Cc1ccc2nc(N/N=C/c3ccco3)cc(C)c2c1`?
ERK EGF inh: 4%

How did O=C(/C=C/c1cccc([N+](=O)[O-])c1)c1ccc2c(c1)OCCO2 do in these assays?
ERK EGF inh: -3%

What do the screens show for `CC1=C(C(=O)O)N2C(=O)[C@@H](NC(=O)[C@H](N)c3ccccc3)[C@H]2SC1`?
ERK EGF inh: inconclusive

How did CC(C)C[C@@H]1NC(=O)[C@H](Cc2ccc(O)cc2)NC(=O)[C@H](CCC(N)=O)NC(=O)c2cc([N+](=O)[O-])cc(I)c2NCC[C@@H](C(N)=O)NC1=O do in these assays?
ERK EGF inh: inconclusive

Results for O=C1C2C3C=CC(C2C(=O)N1c1nccs1)C1C(=O)N(c2nccs2)C(=O)C31 (stereo unspecified) ?
ERK EGF inh: 0%

How did NS(=O)(=O)c1ccc(NC(=S)Nc2ccc(Br)c(Cl)c2)cc1 do in these assays?
ERK EGF inh: -4%

How did N#CC1=C(c2ccc(-c3ccccc3)cc2)COC1=O do in these assays?
ERK EGF inh: -1%

What do the screens show for `COC(=O)C(CCSC)NC(=O)c1cc2c(n(-c3ccccc3)c1=O)CCCC2=O` (stereo unspecified)?
ERK EGF inh: -7%

How did C=C1CCN([C@H](C(=O)NCc2ccc(Cl)cc2)C(C)C)S(=O)(=O)c2ccccc21 do in these assays?
ERK EGF inh: -7%[57.5 µM]

How did CN(Cc1ccccc1)C(=S)Nc1cccnc1 do in these assays?
ERK EGF inh: 0%

How did O=C(N/N=C/c1ccc(Cl)cc1)c1cc(-c2cccnc2)nc2ccccc12 do in these assays?
ERK EGF inh: -1%

How did COC(=O)c1cc(-c2ccccc2)c2c(=O)n(C)c(=O)n(C)c2n1 do in these assays?
ERK EGF inh: -11%[57.5 µM]

What do the screens show for `COc1ccc([N+](=O)[O-])cc1NC(=O)CC1SC(=Nc2cccc(C)c2C)N(/N=C(\C)c2ccc(C)cc2)C1=O` (stereo unspecified)?
ERK EGF inh: -5%

Results for O=C(CN1CCN(Cc2ccccc2Cl)CC1)N/N=C/c1ccco1 ?
ERK EGF inh: 10%[57.5 µM]

What do the screens show for `C=CCN1C(=O)/C(=C2/Sc3ccc(OC)cc3N2C)SC1=Nc1cccc(O)c1`?
ERK EGF inh: -1%

How did Cc1ccc(S(=O)(=O)N(C)C)cc1NC(=O)CSc1nc2ccccc2[nH]1 do in these assays?
ERK EGF inh: 0%

Some of these compounds in order of formula weight, largest number first.
Results for CCOC(=O)C1=NOC(CNc2ncc(C(F)(F)F)cc2Cl)C1 (stereo unspecified) ?
ERK EGF inh: 10%

What do the screens show for `CC1=C(C(=O)O)N2C(=O)[C@@H](NC(=O)[C@H](N)c3ccccc3)[C@H]2SC1`?
ERK EGF inh: inconclusive

Results for CN1CCN(CC(=O)N/N=C\c2c[nH]c3ccccc23)CC1 ?
ERK EGF inh: 29%

(further entries)
How did COCC(=O)N1CCC2(CC1)CCN(C(=O)Nc1cccc(F)c1)CC2 do in these assays?
ERK EGF inh: 7%

How did Cc1ccc(Cn2nnc3c(=O)[nH]c(C4CCN(S(=O)(=O)c5ccc(F)cc5)CC4)nc32)cc1 do in these assays?
ERK EGF inh: 0%

Results for CC[C@H](C)[C@H](NC(=O)OCC1c2ccccc2-c2ccccc21)C(=O)O ?
ERK EGF inh: -2%

How did CCOc1ccc(-c2c(C(=O)N/N=C/c3ccc(O)cc3)nnn2-c2nonc2N)cc1 do in these assays?
ERK EGF inh: 1%[57.5 µM]

How did CCOC(=O)c1cc(NC(=O)Nc2nc3ccccc3s2)c(C)nc1C do in these assays?
ERK EGF inh: 8%

Results for COC(=O)[C@@H]1C[C@@H]2CC[C@@H](O)C[C@@H]2N1Cc1ccc(Cl)cc1 ?
ERK EGF inh: -1%

Results for CCCCN(CCCC)c1cn[nH]c(=O)c1Cl ?
ERK EGF inh: 8%

Screening data (PubChem)

This is a subset; count on the stated rates, not on these rows.
